Bim-Bcl-XL: disrupts Bim peptide binding to human Bcl-XL; bead flow cytometry, fluorescence; inhibition, % at 10 µM; 0.04% of 190,000 active
RGS4-Gao reg: human RGS4-Galphao interaction regulation. P09471. Multiplexed bead flow cytometry, RGS4-Galphao binding; actives lie on both sides. binding response (% of control), % at 10 µM. 0.33% of 220,000 active; in the data active = binding response below about 49% or above about 150%; inactive = in between;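 also: fluorescent Galphao activated with aluminum fluoride binding bead-coupled RGS4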
Target sequence (P09471 whole entry, looked up): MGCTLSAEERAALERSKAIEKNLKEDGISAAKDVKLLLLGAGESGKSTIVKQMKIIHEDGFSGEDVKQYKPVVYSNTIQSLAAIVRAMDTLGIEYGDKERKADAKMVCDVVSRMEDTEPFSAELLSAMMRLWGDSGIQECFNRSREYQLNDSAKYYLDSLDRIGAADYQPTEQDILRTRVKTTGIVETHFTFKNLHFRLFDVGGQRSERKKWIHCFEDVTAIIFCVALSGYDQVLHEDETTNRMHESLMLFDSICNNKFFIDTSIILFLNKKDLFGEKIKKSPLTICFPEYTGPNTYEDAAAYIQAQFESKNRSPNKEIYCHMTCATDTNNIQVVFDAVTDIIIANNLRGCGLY
RGS7-Gao: human RGS7-Galphao interaction regulation; P09471; Multiplexed bead flow cytometry, RGS7-Galphao binding; actives lie on both sides; binding response (% of control), % at 10 µM; 0.35% of 220,000 active; in the data active = binding response below about 49% or above about 150%; inconclusive = no clear call, values can overlap the other calls; inactive = in between;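 also: fluorescent Galphao held in activated GDP-AlF4 state binding bead-coupled RGS7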
RGS8-Gao: human RGS8-Galphao interaction regulation; P09471; multiplexed bead flow cytometry, RGS8-Galphao binding; actives lie on both sides; response (percent of control binding), % at 10 µM; 0.34% of 220,000 active; AID 1423; in the data active = response below about 60% or above about 140%; inactive = in between;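 also: Galphao activated as the GDP aluminium fluoride complex binding bead-coupled RGS8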
Bcl-2 Bim block: disrupts Bim peptide binding to human Bcl-2; inhibition, % at 10 µM; 0.06% of 190,000 active; Bead-based flow cytometry, Bim peptide-Bcl-2 binding; P10415; in the data active = inhibition above about 40%; inconclusive = no clear call, values can overlap the other calls;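 also: 0% = no compound wells with probe peptide and 100% = reference peptide inhibitor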
Target sequence (P10415 whole entry, looked up): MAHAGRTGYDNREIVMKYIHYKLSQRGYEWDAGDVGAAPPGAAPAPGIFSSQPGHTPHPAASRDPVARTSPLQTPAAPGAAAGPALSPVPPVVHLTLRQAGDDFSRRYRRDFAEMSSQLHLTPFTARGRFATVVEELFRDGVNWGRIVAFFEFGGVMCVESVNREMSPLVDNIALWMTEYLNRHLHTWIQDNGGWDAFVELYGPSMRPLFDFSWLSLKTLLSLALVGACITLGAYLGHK
Bim-Bfl-1: inhibitors of Bim-Bfl-1 interaction, human; Q16548; Bead-based flow cytometry, Bim-Bfl-1 binding inhibition; inhibition, % at 10 µM; 0.12% of 190,000 active;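 also: 0% = wells without compound plus tracer and 100% = blocker peptide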
Bim-Bcl-W: disrupts Bim peptide binding to human Bcl-W; Q92843; bead-based flow cytometry; inhibition, % at 10 µM; 0.02% of 190,000 active;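 also: 0% = bound tracer without compound and 100% = peptide blocker; higher means less fluorescent Bim peptide bound to Bcl-W beads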
Bcl-B Bim block: human Bim-Bcl-B interaction inhibition; Q9HD36; bead-based flow cytometry, Bim peptide-Bcl-B binding; inhibition, % at 10 µM; 0.073% of 190,000 active;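 also: 0% = tracer peptide without compound and 100% = reference inhibitor peptide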
Bim-Mcl-1: inhibitors of Bim-Mcl-1 interaction, human; Bead-based flow cytometry, Bim peptide-Mcl-1 binding; inhibition, % at 10 µM; 0.1% of 190,000 active;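 also: 0% = no compound tracer wells and 100% = peptide blocker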
Target sequence (Q07820 whole entry, looked up): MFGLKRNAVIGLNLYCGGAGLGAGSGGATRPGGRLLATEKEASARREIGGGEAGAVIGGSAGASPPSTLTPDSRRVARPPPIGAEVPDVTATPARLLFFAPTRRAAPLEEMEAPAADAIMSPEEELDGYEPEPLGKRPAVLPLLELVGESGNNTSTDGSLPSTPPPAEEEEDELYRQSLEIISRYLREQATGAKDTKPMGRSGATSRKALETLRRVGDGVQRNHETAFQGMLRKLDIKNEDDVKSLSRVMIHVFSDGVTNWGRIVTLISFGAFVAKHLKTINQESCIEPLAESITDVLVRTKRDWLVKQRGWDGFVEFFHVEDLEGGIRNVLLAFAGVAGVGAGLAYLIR
ABCG2 inh: blocks JC-1 efflux by human ABCG2 transporter; 0.1% of 190,000 active; inhibition, % at 6.6 µM; IgMXP3 cells, flow cytometry; AID 1325;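 active = inhibition above 80%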;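 also: 0% = DMSO and 100% = nicardipine control wells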
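material = IgMXP3 (ABCG2) plus far-red-tagged CCRF-Adr (ABCB1) cells | amount = 3 million cells/mL, equal mix of both lines | also added = JC-1 transporter substrate | dosing = one concentration, 6.6 µM final | schedule = 10 min at 25 °C | measured by = flow cytometric JC-1 green MFI at 530 nm | read-out basis = percent efflux inhibition, scaled nicardipine 100% to DMSO 0%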
ABCB1 inh: human ABCB1 inhibition, ABCG2 as counter-screen; P08183; CCRF-Adr cells, JC-1 efflux, flow cytometry; inhibition, % at 6.6 µM; 0.067% of 190,000 active; AID 1326; in the data active = inhibition above about 40%;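 also: 0% = vehicle and 100% = reference inhibitor; higher value means more JC-1 retained so stronger ABCB1 efflux block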
* marks the source's active call; other numbers are inactive results; u = inconclusive; x = no result given. Rule as the data show it, unless noted: active = inhibition above about 40%. Outcome played no part in choosing rows, and some 0.94% of all compounds hit somewhere here.

Below each SMILES – Bim-Bcl-XL | RGS4-Gao reg | RGS7-Gao | RGS8-Gao | Bcl-2 Bim block | Bim-Bfl-1 | Bim-Bcl-W | Bcl-B Bim block | Bim-Mcl-1 | ABCG2 inh | ABCB1 inh
> O=C(O)c1cccc(NC(=S)N/N=C/c2c[nH]c3ccccc23)c1
  -4 | 99 | 97 | 99 | -5 | -6 | -6 | -10 | -3 | -4 | -1.5
> COc1ccc2c(COC(=O)CCS(=O)(=O)c3ccccc3)cc(=O)oc2c1
  0 | 98 | 100 | 103 | -5 | -5 | 0 | -1 | -1 | 0 | 0.1
> CC(C)(C)C(=O)C(Cc1ccccc1Cl)n1cncn1 (stereo not drawn)
  -9 | 98 | 98 | 99 | -10 | -19 | -3 | -10 | -4 | 19 | -1.2
> COc1ccc(C(=O)N2CCN(C3CCC(c4ccccc4)CC3)CC2)cc1OC (stereo not drawn)
  2 | 88 | 96 | 123 | 0 | 1 | 2 | -4 | -5 | 2 | 0.5
> CN(C)c1ccc(C2N3CC4(C)CN2CC(C)(C3)C4O)cc1 (stereo not drawn)
  -5 | 95 | 93 | 97 | -1 | -10 | -4 | -4 | 0 | 6 | 0.5
> c1ccc2sc(Cc3nnc4n3CCCCC4)nc2c1
  -5 | 106 | 122 | 102 | 0 | -1 | -2 | -8 | 0 | 9 | 0.4
> COCc1nnc(NC(=O)CC(C)C)s1
  -6 | 100 | 100 | 104 | 0 | -1 | 0 | -3 | 1 | 13 | 1.7
> C=CCc1cccc2cc(C(=O)Nc3ccc(S(=O)(=O)Nc4nnc(CC)s4)cc3)c(=O)oc12
  -4 | 102 | 104 | 101 | -1 | -1 | -4 | -3 | -5 | -10 | -1.4
> NS(=O)(=O)c1ccc(CCNC(=O)c2ccc(Br)s2)cc1
  -5 | 97 | 95 | 102 | -4 | -7 | -4 | -3 | -2 | 3 | 0.1
> CCCNC(=O)c1ccccc1C(=O)NCCC
  -4 | 93 | 91 | 95 | -1 | -1 | -1 | 0 | -2 | 0 | 0.0
> Cc1cc(NC(=O)/C=C/c2ccc(Cl)cc2)no1
  6 | 103 | 98 | 106 | 6 | 10 | 6 | 7 | 2 | 22 | 1.8
> Cn1nnc2c(C(N)=O)ncn2c1=O
  1 | 105 | 105 | 99 | 0 | 2 | 0 | 1 | -4 | x | x
> O=C(NC(=S)N1CCN(CCO)CC1)C12CC3CC(CC(C3)C1)C2
  2 | 102 | 97 | 102 | 1 | -1 | 2 | -7 | 13 | 11 | 1.2
> COc1ccc(/C=N/NC(=O)CCc2n[nH]c(=O)[nH]c2=O)cc1O
  -3 | 101 | 102 | 100 | -2 | -1 | -2 | -4 | -5 | -5 | -0.6
> O=C(Nc1ccc(Cl)cc1)N1CCC(c2nc(-c3ccccc3Cl)no2)CC1
  -3 | 105 | 103 | 103 | -4 | -13 | 0 | -8 | -1 | 2 | -0.8
> Cc1cc(C)c(NC(=S)NCC2CCN(C(C)c3ccccc3)C2)c(C)c1 (stereo not drawn)
  -10 | 101 | 145 | 82 | -2 | 13 | -2 | -23 | -2 | 6 | 1.8
> NC(=O)c1ccc(N2CCN(c3ccccc3O)CC2)c([N+](=O)[O-])c1
  0 | 101 | 100 | 101 | -2 | -2 | 2 | -1 | -1 | 16 | 2.0
> O=C(CC1SC(=NCC2CCCO2)NC1=O)Nc1cc([N+](=O)[O-])ccc1Cl (stereo not drawn)
  -4 | 95 | u | 98 | 0 | -4 | 0 | -5 | -2 | 12 | 0.9
> CCNCc1ccc(OCc2cccs2)c(OCC)c1
  -1 | 100 | 97 | 100 | -5 | -3 | -4 | -6 | -2 | 0 | 0.1
> O=C(O)CCCNc1ccc(S(=O)(=O)N2CCCCC2)cc1
  3 | 101 | 99 | 102 | -2 | -5 | 2 | 0 | 3 | 1 | 0.8
> COC(=O)c1cccc(S(=O)(=O)N2CCC(n3nnc4cc(F)ccc43)CC2)c1
  6 | 103 | 101 | 101 | 3 | 0 | 3 | 4 | 4 | 1 | 0.6
> CN(C)C(=S)SCC(=O)Nc1ccc(Cl)cc1Cl
  -2 | 98 | 99 | 100 | -1 | -2 | -3 | -6 | -6 | 10 | 0.3
> Cc1cccc(-c2noc(CCC(=O)NCc3ccco3)n2)c1
  0 | 93 | 98 | 93 | -2 | -1 | 0 | -3 | -3 | 10 | 0.1
> Nc1ccc(S(=O)(=O)c2cccc(N)c2)cc1
  -9 | 100 | 104 | 99 | -8 | -19 | 0 | -8 | -2 | -3 | -1.7
> Cc1cc(C)cc(NC(=O)Nc2ccc3c(c2)N(C)C(=O)CS3)c1
  -4 | 101 | 106 | 101 | -5 | -7 | 0 | -5 | 0 | 3 | 0.1
> Nc1nc(SCC(=O)NCc2ccccc2Cl)[nH]c(=O)c1NC(=O)c1ccccc1F
  -4 | 103 | 105 | 106 | -1 | 0 | -2 | -8 | -3 | -1 | -0.2
> Cc1ccc(C)c(NC(=O)c2sc(Cl)nc2-c2ccccc2)c1
  -5 | 107 | 106 | 101 | -5 | -12 | -1 | -5 | 3 | 0 | 0.1
> Cc1nc(N2CCCCC2)sc1C(=O)c1ccc(Cl)c([N+](=O)[O-])c1
  -5 | 99 | u | 99 | -3 | -2 | -3 | -3 | 0 | 13 | 1.1
> O=C(CCNc1cccc(Cl)c1)c1ccco1
  0 | 100 | 100 | 100 | -3 | -14 | 1 | -9 | -3 | 34 | 0.8
> Cc1sc2nc[nH]c(=S)c2c1-c1ccccc1
  -7 | 95 | u | 99 | -6 | -6 | -5 | -8 | -3 | 9 | 1.5
> O=C(COc1ccccc1)Nc1nn[nH]n1
  0 | 98 | 98 | 97 | -2 | -3 | -2 | -4 | -2 | 1 | 0.2
> CCOC(=O)C1CCCN(C(=O)c2cccc(NC(=O)C(CC)CC)c2)C1 (stereo not drawn)
  -2 | 101 | 101 | 98 | -2 | -5 | -3 | -3 | -2 | 1 | 0.2
> CC(C)N(CC(N)=O)C(=O)Cc1coc2cc3c(cc12)CCC3
  -6 | 100 | 97 | 99 | -4 | -6 | -2 | -11 | -2 | 9 | -0.1
> Cc1nc(N2CCN(c3ccccn3)CC2)c2c(C)c(C(=O)Nc3ccc(F)cc3)sc2n1
  0 | 97 | 96 | 101 | -1 | -1 | -3 | 0 | 4 | 3 | 6.0
> Cc1ccc(OCC(=O)N/N=C\c2ccc(C)o2)c([N+](=O)[O-])c1
  0 | 100 | 106 | 100 | 0 | 0 | 2 | -4 | 4 | 12 | -0.1
> COC(=O)c1cncc(O)c1
  -1 | 100 | 104 | 101 | -8 | -4 | 5 | -5 | 3 | 5 | 0.9
> O=[N+]([O-])c1ccc(/C=N/NC2=NS(=O)(=O)c3ccccc32)cc1
  0 | 104 | 101 | 104 | 4 | 0 | 2 | -5 | 0 | 2 | 0.1
> COc1ccc(CCNc2oc(-c3ccc(OC)c(OC)c3)nc2C#N)cc1
  0 | 107 | 108 | 104 | 2 | 0 | 0 | 1 | 0 | 17 | 1.8
> Cc1nonc1C(=O)N/N=C/c1ccncc1
  0 | 96 | 96 | 96 | 0 | -2 | 0 | -3 | 0 | 21 | 1.1
> COc1ccc(CC(=O)NC2CCCc3ccccc32)cc1 (stereo not drawn)
  -1 | 101 | 99 | 99 | -1 | -2 | 1 | -1 | 0 | 0 | -0.2
> NC(=O)CSc1nnc2n(-c3ccccc3)c(=O)c3c4c(sc3n12)CCCCC4
  10 | 102 | 99 | 94 | 2 | 10 | 11 | 6 | 6 | 24 | 0.5
> Cc1ccc2nc(C)c(C(=O)N/N=C/c3cccs3)cc2c1
  -3 | 96 | 94 | 98 | 1 | 0 | -2 | -3 | -2 | 3 | 0.3
> CC(=O)N1CCC(N(CCN2CCOCC2)C(=S)Nc2ccc(C)cc2C)CC1
  0 | 95 | 99 | 99 | -4 | 0 | -4 | 0 | -3 | 5 | 0.2
> CCCCn1c(-c2c(Cl)c(C)nn2C)n[nH]c1=S
  2 | 102 | 105 | 97 | 4 | 12 | -3 | 2 | -1 | -11 | -1.9
> CC(=O)Nc1ccc(NC(=O)C(C)OC(=O)C2(c3ccc(Cl)cc3)CCCC2)cc1 (stereo not drawn)
  -5 | 99 | 99 | 101 | -10 | -18 | -4 | -9 | -7 | 16 | 2.4
> c1ccc2c(c1)CCN(c1nc3cc4c(cc3s1)OCO4)C2
  -8 | 101 | 97 | 97 | -8 | -7 | 0 | -17 | -5 | 1 | -0.1

Gathered by group, the entries above with a thiophene ring, fused or not
Below each SMILES – Bim-Bcl-XL | RGS4-Gao reg | RGS7-Gao | RGS8-Gao | Bcl-2 Bim block | Bim-Bfl-1 | Bim-Bcl-W | Bcl-B Bim block | Bim-Mcl-1 | ABCG2 inh | ABCB1 inh
> NS(=O)(=O)c1ccc(CCNC(=O)c2ccc(Br)s2)cc1
  -5 | 97 | 95 | 102 | -4 | -7 | -4 | -3 | -2 | 3 | 0.1
> CCNCc1ccc(OCc2cccs2)c(OCC)c1
  -1 | 100 | 97 | 100 | -5 | -3 | -4 | -6 | -2 | 0 | 0.1
> Cc1sc2nc[nH]c(=S)c2c1-c1ccccc1
  -7 | 95 | u | 99 | -6 | -6 | -5 | -8 | -3 | 9 | 1.5
> Cc1nc(N2CCN(c3ccccn3)CC2)c2c(C)c(C(=O)Nc3ccc(F)cc3)sc2n1
  0 | 97 | 96 | 101 | -1 | -1 | -3 | 0 | 4 | 3 | 6.0
> NC(=O)CSc1nnc2n(-c3ccccc3)c(=O)c3c4c(sc3n12)CCCCC4
  10 | 102 | 99 | 94 | 2 | 10 | 11 | 6 | 6 | 24 | 0.5
> Cc1ccc2nc(C)c(C(=O)N/N=C/c3cccs3)cc2c1
  -3 | 96 | 94 | 98 | 1 | 0 | -2 | -3 | -2 | 3 | 0.3

Source: PubChem BioAssay
